# Screening results from PubChem BioAssay.
# CSM14.1 death rescue – rescue of cells from ER stress-induced death, primary screen, 384-well, CSM14.1, thapsigargin, ATP luminescence (AID 1222); CSM14.1 thapsigargin-induced death rescue, ATP luminescence; higher % means a stronger effect; cellular ATP content (survival), % at 20 µM, or EC50 in µM where a hit was titrated; 190,000 tested, under 10 active;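 active = EC50 below 50 µM in the dose-response confirmation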;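 also: death triggered by thapsigargin at about 15 µM added after 2 h compound pretreatment; cell ATP read after overnight thapsigargin exposure of roughly 18 to 22 hours; normalized against plate controls of thapsigargin alone and 5% DMSO vehicle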
# T cell HTS – modulators of CD8 T cell-vesicle binding, primary screen, mouse 2C CD8+ T cells, flow cytometry. 2C CD8+ T cell-vesicle binding; active compounds read low. actives 0.068% (n = 330,000). calls only at 7 µM. AID 2052, 2009;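 active = response, share of CD8 T cells binding vesicles, and their 90th percentile fluorescence all below set limits, cut at about 80% in these data, passing the limit was not always enough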
#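 material = purified 2C TCR transgenic mouse naive CD8+ T cells | controls = Unloaded micro-vesicles (low), QL9 vesicles with 0.7% DMSO (high) | detection = cytometric PE anti-B7-1 and Alexa647 anti-CD8 signals after 1% paraformaldehyde fixation | incubation = binding step 1.5 h, 37 °C, antibody labelling 20 min, ice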
# MT stabilize HCS – microtubule stabilizers in HeLa cells, primary screen, imaging, high-content imaging | HeLa tubulin immunostaining HCS, 24 h; share of cells brighter than vehicle mean+2SD | % tubulin-high responders, % at 10 µM | actives 0.83% (n = 200,000);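 active = plate Z-score above 3 for both tubulin-high and condensed-nucleus cell shares, with cell loss under 80%, at 10 µM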;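 also: anti alpha tubulin signal scored within the nucleus-defined area of each cell; some results filed as inactive read as strong as hits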
# Lipid droplet – inhibitors of hepatocyte lipid droplet formation, primary screen, imaging, high-throughput imaging, BODIPY stain; AML12 mouse hepatocytes, oleate lipid droplets; inhibition, % at 6.5 µM; actives 0.4% (n = 240,000); AID 1656, 2009;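 active = lipid droplet intensity inhibited by at least 50%, with more than 500 cells counted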
#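 Material – AML12 mouse liver cells · Also added – oleate loading, 100 µM · Compound dosing – 6.5 µM single-point dosing · Times – overnight treatment with compound plus oleate · Measured by – fluorescence imaging, 20x objective, two fields per well · Read-out – percent inhibition of filter-corrected integrated lipid droplet intensity per well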
# Insulin prom up – insulin promoter activators in MIN6 cells, imaging, high-content screening, mouse beta cells. MIN6 insulin promoter-GFP reporter; active compounds read high. z-score at 5 µM. actives 0.3% (n = 190,000);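 active = z-score above 3 at 5 µM with at least 500 cells counted in the well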
# Autophagy mod – autophagy modulators in MEF cells, primary screen, imaging, high-content, MEF GFP-LC3; MEF GFP-LC3 puncta imaging; test concentration mostly 10 µM; calls only at 10 µM (by protocol); actives 0.98% (n = 190,000); AID 463193, 2010;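 active = percentage of spot-positive cells more than 3 SD above its plate mean, without a fluorescence outlier flag or 80% toxicity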;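 also: spot-positive cell cutoff set from DMSO-treated cells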
# bCat nuc transl – modulators of beta-catenin nuclear translocation, primary screen, imaging, HeLa cells, immunofluorescence, high-content | nuclear translocation activity, % at 5 µM | actives 0.3% (n = 190,000) | AID 1665, 2009;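 active = nuclear translocation activity above 50% at 5 µM, with a well cell count of 50 or more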;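 also: per-cell ratio of nuclear to cytoplasmic median beta-catenin stain intensity; plate controls were DMSO negative control for no effect and GSK-3 inhibitor IX positive control for full effect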
#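 assay system = human HeLa cells, endogenous beta-catenin | times = compound treatment 24 h, 37°C, 5% CO2 | detection = Anti-beta-catenin immunofluorescence on PFA-fixed, Triton-permeabilized cells, DAPI nuclei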
# Salmonella PhoP GFP – inhibitors of PhoP regulon expression, primary screen, Salmonella Typhimurium, GFP reporter (AID 1863); actives 0.16% (n = 300,000); S. Typhimurium PhoP-regulated promoter GFP reporter, 4 h; higher % means a stronger effect; inhibition, % at 50 µM, or IC50 in µM where a hit was titrated;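 active = inhibition over 29.93%, a cutoff 3 SD above the screen mean, later confirmed by dose response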;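 also: 0% = low Mg2+ inducing control and 100% = high Mg2+ repressing control; strong numbers were not always called active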
# Dynein cargo inh – inhibitors of GR-EGFP nuclear translocation, primary screen, dynein cargo transport inhibitor project, imaging, high-content, 3617.4 mouse cells; actives 0.47% (n = 220,000); AID 1381, 2008; z-score, hits read low; test concentration mostly 20 µM; stimulated with dexamethasone, 1 µM; active compounds read low;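 active = plate z-score of nuclear minus cytoplasmic receptor signal below a set negative limit, without overly bright fluorescence or cell loss, cut at about -3.5 in these data, passing the limit was not always enough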;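 also: z-score of nuclear minus cytoplasmic ring GR-EGFP intensity difference per well; some compounds called inactive have numbers as strong as hits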
#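 Buffer or medium – tet-free medium with charcoal-stripped serum · Signal – automated 10x imaging of fixed Hoechst-stained cells · Also added – dexamethasone agonist, 1.0 µM final, for 30 min · Incubation – induction 48 h, compound 1 h, agonist 30 min · Read-out – GR-EGFP nuclear translocation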
# Dynein cargo inh cytoplasmic EGFP – also measured in Dynein cargo inh; calls as there; z-score; measured here: cytoplasmic GR-EGFP intensity; active compounds read high
# Dynein cargo inh nuclear GR-EGFP – also measured in Dynein cargo inh; calls as there; z-score; measured here: nuclear GR-EGFP intensity;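 lower value marks the stronger effect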
# Dynein cargo inh cell count – also measured in Dynein cargo inh; calls as there; z-score; measured here: cell count per field
# Insulin prom up cell count – further read-out of Insulin prom up, marked with its call; cell count; measured here: cytotoxicity, nuclei count;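 total cells summed across four imaged fields per well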
# Lipid droplet cells 6.5 µM – also measured in Lipid droplet; calls as there; cell count; measured here: cell count, cytotoxicity flag;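 cells counted across two imaged fields per well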
# bCat nuc transl cell count 5 µM – recorded beside bCat nuc transl, whose call it bears; cell count; measured here: cell count, cytotoxicity flag
# T cell HTS vesicle-bound % – further read-out of T cell HTS, marked with its call; double positive events, %; measured here: CD8+ vesicle-bound cell fraction;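 binding gate set so that unloaded-vesicle control wells show 10% double positive cells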
# MT stabilize HCS Hoechst-high % – also measured in MT stabilize HCS; calls as there; % Hoechst-high responders; measured here: nuclear condensation Hoechst responders;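 share of cells brighter than vehicle mean plus two SD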
# MT stabilize HCS cytotoxicity % – recorded beside MT stabilize HCS, whose call it bears; toxicity, %; measured here: cytotoxicity by cell density;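 0% = mean cell density of plate MIN control wells and 100% = no cells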
# Autophagy mod cell loss 18 h – also measured in Autophagy mod; calls as there; toxicity, %; measured here: cell loss, nuclei count;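 cell loss after 18 h compound exposure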
# The depositor's hits bear a star; i = inactive; . = no result given.
SMILES,CSM14.1 death rescue,T cell HTS,T cell HTS vesicle-bound %,MT stabilize HCS,MT stabilize HCS Hoechst-high %,MT stabilize HCS cytotoxicity %,Lipid droplet,Lipid droplet cells 6.5 µM,Insulin prom up,Insulin prom up cell count,Autophagy mod,Autophagy mod cell loss 18 h,bCat nuc transl,bCat nuc transl cell count 5 µM,Salmonella PhoP GFP,Dynein cargo inh,Dynein cargo inh cytoplasmic EGFP,Dynein cargo inh nuclear GR-EGFP,Dynein cargo inh cell count
COc1ccccc1N1CCN(C(=O)c2oc3cc(C)c(C)cc3c2C)CC1,.,.,.,2.6,2.3,5.0,-5.4,691,0.05,1303,i,-3.3,-0.8,1038,9.6%,-0.237,-0.308,0.0371,0.643
CNC(=S)N/N=C(\C)c1ccc2c(c1)OCCO2,4.2%,i,41.6,5.8,4.6,0.6,-9.3,623,0.53,1234,i,-6.5,-3.5,513,12.2%,0.198,-0.167,-0.0838,-0.633
CCOC(=O)CNC(=O)Nc1cc(C(C)(C)C)nn1-c1ccccc1,-2.4%,i,47.9,4.5,1.3,9.3,.,.,0.3,1093,i,23.4,5.3,678,-10.7%,1.07,-0.208,0.995,-0.537
O=C(Nc1ccc(N2CCOCC2)cc1)C1(S(=O)(=O)c2ccccc2)CC1,2.8%,i,52.9,2.6,1.4,5.2,4.5,779,0.61,1157,i,3.1,-2.9,1145,0.3%,-1.47,-0.263,-0.0749,0.559
O=C(CN1C(=O)C2CCCCC2C1=O)Nc1nc(-c2ccccn2)cs1 (stereo unspecified),-3.2%,i,13.3,1.5,0.6,5.2,12.6,748,.,.,i,4.0,-2.7,1262,0.0%,1.19,-0.251,0.557,-1.32
Cc1cccc(C)c1NC(=O)N1CCCC1C(=O)Nc1ccc(-n2cnnn2)cc1 (stereo unspecified),-1.3%,i,58.3,1.3,2.1,1.2,0.2,714,.,.,i,4.6,0.5,1477,-0.5%,2.09,-0.185,0.839,-1.46
COc1ccc(C(=O)N(CC2CCCO2)C(C(=O)NC2CCCC2)c2ccc(Cl)cc2)cc1OC (stereo unspecified),-1.4%,i,12.7,1.0,2.4,10.7,-0.6,640,0.45,1989,i,-6.8,-5.5,1089,0.4%,-0.315,-0.219,-0.603,0.671
CCOC(=O)c1cnc(-n2nc(C)cc2C)nc1N(C)C,-5.3%,i,53.5,5.8,1.8,0.3,.,.,0.45,1160,i,14.1,-7.5,870,2.8%,2.46,-0.0387,1.39,-1.06
COc1ccc2cc(CN(CC3COCCO3)S(=O)(=O)c3ccccc3)c(=O)[nH]c2c1 (stereo unspecified),-0.7%,.,.,4.3,2.3,9.8,.,.,-0.66,1217,i,10.4,0.0,1178,7.9%,-0.381,0.418,0.188,-0.244
Cc1ccc(Cl)cc1NC(C#N)c1ccccc1 (stereo unspecified),.,i,17.5,.,.,.,0.7,693,-0.21,1022,.,.,-0.9,1322,1.8%,-0.0825,-0.218,0.375,0.38
O=C(NC(NC(=O)c1ccccc1)C(=O)c1ccccc1)c1ccccc1,-2.4%,i,39.6,3.6,2.5,5.0,-12.2,747,0.19,1353,i,-9.7,0.1,1139,-2.1%,-0.412,-0.215,0.0575,-1.04
N#Cc1cc2ccccc2nc1SCc1ccccn1,-1.7%,i,55.4,5.9,1.6,5.7,.,.,0.15,1434,i,12.3,-1.3,1047,-25.3%,1.04,-0.146,1.28,-1.28
Nc1csnc1C(=O)O,-0.8%,i,42.0,2.7,2.8,1.8,.,.,0.63,1312,i,-11.8,-7.1,992,-2.4%,-0.654,-0.227,-0.0823,0.593
CCc1ccc(CC)c(S(=O)(=O)Nc2ccc(O)c(C(=O)O)c2)c1,-0.3%,i,37.1,3.6,1.4,6.2,-1.2,763,-0.17,1375,i,-0.6,.,.,-8.6%,-1.12,-0.231,-0.954,0.245
O=C(c1cccnc1)N1CCc2ccccc21,.,.,.,2.2,2.4,20.3,4.1,651,-0.18,1271,i,-3.3,-0.3,1061,-0.6%,0.125,-0.229,0.0349,0.866
COc1cc(/C=C/C(=O)NCc2cccnc2)cc(OC)c1OC,-2.1%,i,33.1,1.0,2.0,6.7,.,.,1.16,1462,i,1.9,-0.2,1381,-8.7%,0.0272,-0.173,-0.38,-0.216
O=C1N2CCCc3cccc(c32)C12Nc1ccccc1S2 (stereo unspecified),.,.,.,3.1,2.4,19.3,1.2,695,-0.24,1257,i,-4.6,.,.,29.9%,0.155,-0.0639,0.245,-0.175
O=C(O)c1ccc(Cl)cc1NC(=O)C1CCCO1 (stereo unspecified),-2.6%,i,57.5,3.2,2.2,6.7,8.1,738,-0.56,1319,i,-3.3,-4.4,1286,-2.5%,-0.507,-0.27,-0.709,0.054
O=C(Cn1cc(/C=N/NC(=O)c2cccc(C(F)(F)F)c2)c2ccccc21)Nc1ccc(F)cc1,-0.5%,.,.,3.9,1.5,9.6,.,.,-0.3,1599,i,-16.5,-0.8,1432,-5.8%,0.0482,-0.0745,0.637,0.489
CCc1ccccc1N1CN(Cc2ccco2)CNC1=S,.,i,12.6,.,.,.,0.1,727,.,.,.,.,-1.7,1196,-8.9%,0.828,-0.172,0.181,-0.409
Cn1c(NC(=O)/C=C/c2ccco2)cc(=O)n(C)c1=O,0.2%,i,29.0,3.8,3.3,5.8,-21.2,684,-0.05,1343,i,-7.9,0.5,936,-7.5%,-0.959,-0.243,-0.61,0.876
C/C(=N\NC(=O)C(N)=O)c1ccc(O)cc1O,-1.5%,i,52.7,5.1,4.5,8.7,3.0,722,0.28,1338,i,-1.7,-1.5,958,-5.2%,1.48,-0.27,1.26,-0.593
O=C(CC12CC3CC(CC(C3)C1)C2)N1CCOCC1,-2.1%,i,47.0,2.6,1.6,1.2,-0.8,705,0.27,1329,i,-9.4,.,.,6.2%,1.12,-0.253,0.456,0.136
COc1cccc(Nc2nnc(SCC(=O)N3CCOCC3)s2)c1,-1.9%,i,11.6,3.5,2.2,1.4,.,.,.,.,i,14.3,.,.,0.7%,0.802,-0.253,0.00381,0.0201
Cc1c(C(=O)O)sc2nc(C)n(C)c(=O)c12,1.7%,i,13.0,5.6,2.1,10.1,.,.,.,.,i,1.1,.,.,-7.8%,-0.239,0.103,0.227,0.0452
CCCC(=O)Nc1c(C)n[nH]c1C,2.4%,i,4.8,1.1,1.2,7.1,.,.,-0.32,1611,i,2.5,-0.2,1390,-5.2%,0.691,-0.395,0.618,-0.473
CN(CC(=O)NC1CCCCC1)S(=O)(=O)c1ccc(Cl)cc1,-3.3%,i,7.9,4.8,4.2,6.7,-5.6,631,-0.07,1259,i,25.9,0.4,1043,-2.4%,-0.191,-0.209,-0.218,1.51
CCc1cc(C(=O)Cc2ccc(F)cc2)c(O)cc1O,-3.9%,i,43.3,2.6,3.1,7.8,-10.2,640,0.72,1471,i,9.4,1.6,1073,0.1%,-1.89,0.0264,-1.22,-2.1
CCN(CC)S(=O)(=O)c1ccc(Cl)c(NC(=O)c2ccc(C#N)cc2)c1,0.5%,i,48.5,2.3,4.4,8.1,13.0,595,-0.12,1350,i,2.8,2.3,984,-11.7%,-0.432,-0.32,-0.68,0.721
CCC(C)(C)n1nnnc1C(C(C)C)N(Cc1cccnc1)Cc1ccco1 (stereo unspecified),10.5%,i,51.4,1.4,1.2,9.2,-25.0,684,-0.89,1427,i,8.5,-0.3,1559,-7.0%,-0.585,-0.174,-0.289,0.399
CC1Oc2ccccc2C=C1/C=N\NC(=O)c1cccnc1 (stereo unspecified),.,i,23.2,.,.,.,-6.0,727,-0.33,1045,.,.,-1.3,1390,1.6%,0.736,-0.243,0.944,-0.365
Nc1nc(SCC(=O)NC2CCCCCC2)[nH]c(=O)c1-c1ccccc1,0.8%,i,52.8,1.3,1.0,7.7,0.0,765,0.3,1052,i,30.2,-1.4,1171,6.9%,0.538,0.0167,0.891,-1.31
Cc1sc2ncnc(N[C@@H](Cc3c[nH]c4ccccc34)C(=O)O)c2c1C,3.4%,i,16.7,4.7,1.6,0.5,-3.2,693,-0.16,1347,i,-7.3,2.5,994,2.4%,1.17,-0.255,0.406,-0.0604
O=C(Oc1cccc(-n2cnnn2)c1)c1ccco1,-2.4%,i,22.7,4.0,1.9,6.2,1.5,719,0.36,1095,i,3.2,-7.1,1029,3.5%,0.745,-0.23,0.367,0.0444
